High-throughput results as filed in PubChem.
CXXC DNA block: blocks binding of human MLL CXXC domain to DNA; Q03164; MLL-CXXC / FITC-HOXA9 DNA fluorescence polarization; Potency, µM (titrated, usually from 115 µM), without a hit: at the highest dose activity change, negative = inhibition, usual class: inhibitors; 290,000 tested, 0.037% active; AID 2662; active = well fitted inhibition curve with a large enough effect in the polarisation, with a control signal flat, not every such curve was filed as active; inconclusive = small, poorly fitted or top-dose-only effect, or effect the other way, or a change in a side signal; inactive = no such curve, though single readings can be large or run the other way; the % refers to the polarisation; also: potency is read from the fitted curve at half-maximal effect
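Purified MLL-CXXC (added from a 7 uM solution) was preincubated 5 min at ambient with pinned compounds in 50 mM Tris-HCl pH 7.5, 50 mM NaCl, 1 mM DTT, 0.05% BSA. Fluorescein-labeled HOX-A9 DNA (50 nM solution) followed, 30 min, then polarization read.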
Giardia killer: kills Giardia lamblia; Giardia lamblia trophozoite viability; 340,000 tested, 0.15% active; activity change, % at 7.66 µM, hits read low; AID 540267; in the data active = activity change below about -80%; inconclusive = between about -30% and that limit;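 also: parasites exposed to compound for two days anaerobically before the ATP read; % is scaled to controls: 0 for no effect and ±100 for the full control effect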
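Trophozoites 100 cells/well + cpd; 48 hrs, 37 deg C, anaerobic. ATPLite 1-Step added, 15-30 min RT, luminescence read (ATP-based viability).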
FBPA coupling cs: counter-screen for Giardia aldolase inhibitors: coupling enzyme system | coupling enzyme system counterscreen, AmpLite Red fluorescence | activity change, negative = inhibition, % at 58.2 µM, hits read low | 290,000 tested, 0.67% active | AID 2472; in the data active = activity change below about -30%; also: % is scaled to controls: 0 for no effect and ±100 for the full control effect
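Counterscreen of the coupled detection system alone, without aldolase: glyceraldehyde-3-phosphate coupling enzymes plus AmpLite Red readout. Compounds at 57.5 uM final, 10 min RT preincubation, 20 min RT reaction, fluorescence 525/598 nm.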
Tb PFK inh: T. brucei PFK enzyme inhibition; T. brucei PFK, ADP-Glo luminescence; O15648; 330,000 tested, 0.17% active; Potency, µM (series often up to 57.5 µM), for the others: at the top dose activity, negative = inhibition, hits mostly inhibitors;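 also: potency is read from the fitted curve at half-maximal effect; 0% = uninhibited 1x PFK enzyme wells and -100% = no-enzyme wells; nearly all actives have a fitted effect of over 60% in size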
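ADP-Glo luminescence quantified ADP after 45 min at room temperature, with 1.25 nM T. brucei PFK, 0.1 mM ATP and 0.5 mM fructose-6-phosphate in pH 8.0 TEA buffer. qHTS titrations up to 57 µM; curves classified by quality.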
BCR signal inh: chronic active BCR signaling inhibition; ABC-DLBCL IkBa-CBG/CBR reporter, luminescence ratio, 4 h; Potency, µM (titrated, usually from 46.1 µM), without a hit: top-dose ratio change, negative = lower green/red ratio, hits mostly inhibitors; 340,000 tested, 0.05% active; AID 493014; active = well fitted inhibition curve with a large enough effect in the signal ratio, with a control signal flat, not every such curve was filed as active; inconclusive = small, poorly fitted or top-dose-only effect, or effect the other way, or a change in a side signal; the % refers to the signal ratio;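 also: potency is read from the fitted curve at half-maximal effect; plate controls were basal doxycycline-induced cells for no effect and cells given 10 µM MG132 for full effect; MG132 reads +100%, hits lower the ratio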
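TMD8 human ABC-DLBCL cells with doxycycline-inducible IκBα–green luciferase fusion and unfused red luciferase, in 0.5% FBS medium; compounds up to 46 uM, 4 h at 37C. Green/red luminescence ratio, filter-overlap corrected, fitted to concentration-response curves.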
TCR act: T cell receptor activation | primary human leukocytes, anti-CD3, IL-2 HTRF, 48 h | 330,000 tested, under 10 active | Potency, µM (highest dose often 9.22 µM), for inactives: at the highest dose activation of IL-2 secretion, most hits filed as activators; also: % of control where 0% means no effect
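Compounds are tested in HTS on primary human leukocytes co-incubated with a-CD3 beads for 48 hr. IL-2 output is measured by time-resolved FRET.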
A-T KAP1 phos: potential ataxia-telangiectasia treatments restoring KAP-1 phosphorylation | 320,000 tested, 0.19% active | […] A-T fibroblasts, KAP-1 phosphorylation AlphaLISA; neocarzinostatin DNA damage 30 min before lysis | AID 485349 | Potency, µM (top dose mostly 57.5 µM), for inactives: top-dose activation, most hits filed as activators; also: potency is read from the fitted curve at half-maximal effect; % of control where 0% means no effect; nearly all actives have a fitted effect of over 45% in size
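hTERT-immortalized A-T patient fibroblasts ([…]), 500 cells/well in OPTI-MEM, 1% FBS, got compounds for 60 min, then NCS for 30 min at 37C. Lysates were then assayed for phospho-KAP-1 by AlphaLISA (anti-pKAP1 donor, anti-KAP1 acceptor beads), 6 hr at 25C.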
GALK inh: galactokinase (human) inhibition; P51570; Purified GALK, Kinase-Glo residual ATP luminescence; Potency, µM (highest dose often 57.5 µM), for inactives: at the highest dose activity change, negative = inhibition, most hits filed as inhibitors; 270,000 tested, 0.007% active; AID 1868; also: potency is read from the fitted curve at half-maximal effect; % is scaled to controls: 0 for no effect and ±100 for the full control effect
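Human GALK (5 nM) with 35 uM ATP and 100 uM galactose in 20 mM HEPES pH 8.0, 5 mM MgCl2, 60 mM NaCl, 1 mM DTT, 0.01% BSA. After 1 h at room temperature, leftover ATP was read by Kinase-Glo Plus luminescence.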
KCNH2 WT inh: KCNH2 (human, wildtype) channel inhibition. activity change, % at 1.84 µM. Q12809. AID 720551. 340,000 tested, 0.37% active. U2OS, BacMam KCNH2, thallium flux FluxOr; active compounds read low;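 active = maximum activity change below -70%; inconclusive = maximum activity change between -70% and -50%; inactive = maximum activity change above -50%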; also: % is scaled to controls: 0 for no effect and ±100 for the full control effect
Target sequence (Q12809 whole entry, looked up): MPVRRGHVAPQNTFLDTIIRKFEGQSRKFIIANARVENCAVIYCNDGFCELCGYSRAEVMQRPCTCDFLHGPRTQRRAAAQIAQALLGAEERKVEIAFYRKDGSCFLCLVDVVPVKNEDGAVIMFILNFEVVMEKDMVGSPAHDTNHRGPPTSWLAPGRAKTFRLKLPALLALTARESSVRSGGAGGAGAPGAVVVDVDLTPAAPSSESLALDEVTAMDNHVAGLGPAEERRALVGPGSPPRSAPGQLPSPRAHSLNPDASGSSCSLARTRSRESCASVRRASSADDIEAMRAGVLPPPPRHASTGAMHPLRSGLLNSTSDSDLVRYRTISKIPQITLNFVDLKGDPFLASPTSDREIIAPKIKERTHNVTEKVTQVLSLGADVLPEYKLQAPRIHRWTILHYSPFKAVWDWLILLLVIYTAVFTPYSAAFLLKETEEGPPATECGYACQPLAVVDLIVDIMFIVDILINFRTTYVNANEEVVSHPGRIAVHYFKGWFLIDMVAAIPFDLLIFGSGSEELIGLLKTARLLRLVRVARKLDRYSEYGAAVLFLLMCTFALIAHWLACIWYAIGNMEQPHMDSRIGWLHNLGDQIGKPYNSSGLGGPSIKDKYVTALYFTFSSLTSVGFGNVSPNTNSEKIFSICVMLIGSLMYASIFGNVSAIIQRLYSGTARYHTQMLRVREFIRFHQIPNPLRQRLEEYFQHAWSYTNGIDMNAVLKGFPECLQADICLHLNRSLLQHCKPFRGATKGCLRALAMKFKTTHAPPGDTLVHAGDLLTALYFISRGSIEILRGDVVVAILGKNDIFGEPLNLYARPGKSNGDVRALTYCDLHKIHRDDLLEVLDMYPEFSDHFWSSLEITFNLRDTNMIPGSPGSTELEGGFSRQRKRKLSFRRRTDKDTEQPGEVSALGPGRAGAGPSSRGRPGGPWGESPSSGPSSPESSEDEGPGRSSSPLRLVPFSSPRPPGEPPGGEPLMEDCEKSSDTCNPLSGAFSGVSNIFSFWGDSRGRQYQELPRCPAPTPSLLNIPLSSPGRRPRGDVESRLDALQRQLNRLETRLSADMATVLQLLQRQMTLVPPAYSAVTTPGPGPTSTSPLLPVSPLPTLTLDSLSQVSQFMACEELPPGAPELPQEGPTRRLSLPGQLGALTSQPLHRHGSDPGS
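U2OS cells were transduced with wild-type KCNH2 virus (2.03 x 10^8 / mL) for 4 h at room temperature, then cultured overnight at 37 C. Thallium flux was read with FluxOr dye. Rate constants were normalized to DMSO controls.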
TSHR antagonist: antagonists of human thyroid stimulating hormone receptor; 330,000 tested, 0.2% active; AID 504810; P16473; activity change, negative = inhibition, % at 11.5 µM; TSHR-expressing cells, TSH-stimulated cAMP HTRF, 2 h; active compounds read low;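 active = activity change below a set negative limit, meaning inhibition stronger than a set level, cut at about -70% in these data; inconclusive = activity change between two set negative limits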; also: % is scaled to controls: 0 for no effect and ±100 for the full control effect
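Freshly harvested TSHR cells receive pin-tooled compound, then EC80 TSH at 4nM final. After 2 hours at 37 deg C, antibody in lysis buffer and cAMP-d2 are added; 30 minutes at ambient temperature precede the HTRF read.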
Active calls of the source: *; ? = inconclusive; nt = no result given; & = joins results of further samples; [ ] = another dose, or the depositor's remark. Unless noted, calls follow the shape of the dose curve; as a rule, active = well fitted curve in the direction sought with a large enough effect; inconclusive = small, poorly fitted or top-dose-only effect, or another doubt; inactive = no such curve, though single readings can be large; an effect the other way counts as inactive or inconclusive.

SMILES	CXXC DNA block	Giardia killer	FBPA coupling cs	Tb PFK inh	BCR signal inh	TCR act	A-T KAP1 phos	GALK inh	KCNH2 WT inh	TSHR antagonist
COc1ccc(Cl)cc1C(=O)C1CCCN(CCO)C1 (configuration not stated)	-6%	-5	3	-2%	10%	nt	-3%	1%	10	8
C[C@@]1(CO)[C@H](O)CC[C@@]2(C)[C@H]1CC[C@H]1C[C@@H]3C[C@@]12CC[C@]3(O)CO	0%	nt	6	0%	0%	nt	1%	-3%	nt	8
COc1cccc(N=Nc2c(O)[nH]c(=S)[nH]c2=O)c1	14%	-1	1	0%	?	-2%	-19%	-1%	4	-10
CCOCC(=O)NC1CCSC1=O (configuration not stated)	2%	6	4	0%	?	nt	1%	17%	1	-2
Cc1c(Br)c(=O)oc2cc(OCC(=O)N3C[C@H]4C[C@@H](C3)c3cccc(=O)n3C4)ccc12	4%	-20	-2	1%	-2%	-7%	3%	nt	6	4
NC1C2CN3CCN(C2)CC1(c1ccccc1)C3 (configuration not stated)	-4%	-1	3	-1%	?	11%	1%	0%	0	2
COc1cccc(-n2c(-c3ccoc3)nc3ccccc3c2=O)c1	-12%	-2	-1	-3%	?	-2%	4%	-1%	-3	9
COC(=O)[C@@H]1C[C@@]1(C)[C@@H](NP(=O)(c1ccccc1)c1ccccc1)c1ccccc1	0%	-14	3&-1	4%	2%	-3%	0%	nt	-3	5
CN1CCCC(C(O)(c2ccccc2)c2ccccc2)C1 (configuration not stated)	-25%	-13	-4	-3%	?	8%	3.2µM*	-1%	3	38
Cc1ccc(N=Cc2c(O)n(C)c(=O)n(C)c2=O)cc1	3%	-13	0	0%	1%	6%	-8%	-3%	6	0
COC(=O)N(c1ccccc1)P1(=S)OCCO1	-2%	-1	-2	-13%	-4%	-1%	6%	1%	-10	39
C=C(C)Cn1c(=O)n(CC2CS2)c2ccccc21 (configuration not stated)	-5%	0	2	-4%	-8%	7%[46.1 µM]	-1%	nt	-1	-13
c1ccc(C2CC3CC(c4ccco4)N2O3)cc1 (configuration not stated)	5%	4	1	-10%	-5%	-2%	-1%	0%	2	3
NC(=O)c1ccc(N)nc1	nt	6	3	nt	nt	-4%	nt	nt	-6	nt
C=CCSc1nc2c(c(-c3ccsc3)c1C#N)CN(C)CC2	22%	-9	-8	-3%	?	-9%	2%	1%	28	-7

Some of the entries above, reformatted:
COC(=O)N(c1ccccc1)P1(=S)OCCO1
  CXXC DNA block: -2% | Giardia killer: -1 | FBPA coupling cs: -2 | Tb PFK inh: -13% | BCR signal inh: -4% | TCR act: -1% | A-T KAP1 phos: 6% | GALK inh: 1% | KCNH2 WT inh: -10 | TSHR antagonist: 39

C=C(C)Cn1c(=O)n(CC2CS2)c2ccccc21 (configuration not stated)
  CXXC DNA block: -5% | Giardia killer: 0 | FBPA coupling cs: 2 | Tb PFK inh: -4% | BCR signal inh: -8% | TCR act: 7%[46.1 µM] | A-T KAP1 phos: -1% | GALK inh: nt | KCNH2 WT inh: -1 | TSHR antagonist: -13

c1ccc(C2CC3CC(c4ccco4)N2O3)cc1 (configuration not stated)
  CXXC DNA block: 5% | Giardia killer: 4 | FBPA coupling cs: 1 | Tb PFK inh: -10% | BCR signal inh: -5% | TCR act: -2% | A-T KAP1 phos: -1% | GALK inh: 0% | KCNH2 WT inh: 2 | TSHR antagonist: 3

NC(=O)c1ccc(N)nc1
  CXXC DNA block: nt | Giardia killer: 6 | FBPA coupling cs: 3 | Tb PFK inh: nt | BCR signal inh: nt | TCR act: -4% | A-T KAP1 phos: nt | GALK inh: nt | KCNH2 WT inh: -6 | TSHR antagonist: nt

Continuation:
SMILES	CXXC DNA block	Giardia killer	FBPA coupling cs	Tb PFK inh	BCR signal inh	TCR act	A-T KAP1 phos	GALK inh	KCNH2 WT inh	TSHR antagonist
COc1ccc(NP(=O)(Oc2ccc(Cl)cc2)Oc2ccc(Cl)cc2)cc1OC	-6%	-9	-5	12%	?	11%[46.1 µM]	-5%	1%	-30	-1
BrCCc1ccccc1	nt	-2	nt	3%	-2%	-1%	29%	nt	1	21
C=CCC1(CN2CCCCCC2=O)C(=O)NC(=O)NC1=O	-4%	14	3	nt	nt	-3%	nt	3%	5	nt
CC(=NCC1CCCO1)c1c(O)n(-c2ccccc2)c(=O)[nH]c1=O (configuration not stated)	2%	-19	2	-4%	2%	0%	-16%	4%	-13	8
CCOC(=O)c1c(C)n(Cc2ccccc2)c2ccc(O)cc12	3%	7	4	-5%	?	0%	5%	12%	-1	-1
Cc1ccccc1C(=O)NC(Oc1ccccc1)C(Cl)(Cl)Cl (configuration not stated)	4%	-15	0	0%	-2%	-4%[46.1 µM]	0%	-3%	-8	-10
O=C(c1cccnc1)c1cc2ccccc2[nH]1	-1%	5	3	1%	-1%	-2%[46.1 µM]	1%	0%	-1	3
COC(=O)C1=C(c2ccccc2OCc2ccccc2)C[C@@H]2CC[C@H]1N2C(=O)NCCc1ccc(F)cc1	nt	26	nt	1%	?	-2%	-4%	nt	1	10
CN(C)C(=O)Oc1ccc(-c2cn3cc(Cl)ccc3n2)cc1	2%	?	-14	-3%	7%	1%[46.1 µM]	7%	6%	3	8
COC(=O)C1=C(c2ccc(F)cc2OCc2ccccc2)C[C@@H]2CC[C@H]1N2C(=O)NCc1ccc(N(C)C)cc1	nt	-7	nt	0%	0%	7%	-10%	nt	-11	-1
COC(=O)C1=C(c2ccc(F)cc2OCc2ccccc2)C[C@@H]2CC[C@H]1N2C(=O)N1CCCCC1	nt	-20	nt	0%	?	-5%	-17%	nt	0	-15
O=[N+]([O-])c1ccc(N2CCCCCC2)c2nonc12	?	?	5	-3%	?	-4%	3%	-7%	-25	34
COc1ccc(OC)c(-n2c(O)c(C=Nc3c(C)n(C)n(-c4ccccc4)c3=O)c(=O)[nH]c2=S)c1	-3%	7	1	-1%	5%	5%	-2%	nt	4	6
COc1ccccc1OP(=O)(Nc1ccc(Br)cc1)Oc1ccccc1OC	8%	-7	-2	2%	?	2%	0%	-1%	-6	6
CCCN1CCC2(CC1)NC(CO)(CO)CO2	-10%	4	1	2%	-21%	-2%[46.1 µM]	-9%	0%	-1	1
CCOc1cc2c(cc1OCC)-n1cccc1C(c1cccc(OCC)c1O)NC2 (configuration not stated)	3%	?	1	1%	-12%	4%	-8%	nt	-2	3
COC(=O)c1ccc(COc2cc(C)cc3oc(=O)c4c(c23)CCCC4)o1	2%	-11	4	-1%	0%	0%	9%	-1%	7	1
Cc1nccn1Cc1ccc(Cl)nc1	-3%	17	-3	-5%	9%	4%	4%	5%	-15	15
O=C(CF)NC(NC(=S)Nc1cccc([N+](=O)[O-])c1)C(Cl)(Cl)Cl (configuration not stated)	4%	-1	0	-7%	-14%	-2%	1%	-1%	5	-1
COC(=O)C1=C(c2ccc3ccccc3c2)C[C@@H]2CC[C@H]1N2C(=O)NCc1ccc(F)cc1	nt	-19	nt	-8%	?	13%	-3%	nt	0	29
Cc1ccc(-c2c[n+](CC(=O)c3ccc(Br)cc3)c3n2CCCCC3)cc1	3%	-20	0	3%	?	-6%	2%	-2%	-7	6
COc1cc(/C=C(/C)[N+](=O)[O-])ccc1OCc1ccccc1Cl	21%	-17	0	2%	?	-3%[46.1 µM]	-3%	nt	2	-19
O=C(Cc1c(Cl)cccc1Cl)N1CCN(Cc2ccccc2)CC1	24%	1	2	-4%	-10%	1%	9%	-1%	2	-13
Cc1ccc(-n2cnn(-c3ccc([N+](=O)[O-])cc3[N+](=O)[O-])c2=O)cc1	8%	-25	1	6%	?	1%	15%	0%	0	17
Cc1cc(OCc2nn[nH]n2)c2c3c(c(=O)oc2c1)CCC3	-19%	8	19	5%	0%	-1%	8%	2%	-12	1
COC(=O)C(O)(c1cn(C)c2ccccc12)C(F)(F)F (configuration not stated)	1%	4	2	2%	-11%	-2%	2%	2%	-3	16
CN1CCN(c2ccc(NC(=O)Oc3ccccc3)cc2)CC1	10%	12	-1	-3%	16%	8%	1%	-3%	-14	-21

Only part of the results is shown; rates above refer to the full screens.
